M5 ag: agonists of human muscarinic M5 receptor (CHRM5); P08912; CHO-K1 hM5 cells, Fluo-8 calcium fluorescence; 0% DMSO wells, 100% maximal acetylcholine response; activation, % at 3 µM; actives 0.19% (n = 360,000); AID 624037;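 active = activation above the run's mean over test compounds plus 3 SD, cut at about 23% in these data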;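 note: signal is peak over basal fluorescence ratio across the kinetic read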
CHRM1 agonist: agonists of human M1 muscarinic receptor | P11229 | CHO-K1 hM1, Fluo-8 calcium fluorescence, agonist mode; 0% DMSO, 100% acetylcholine EC100 | activation, % at 3 µM | actives 0.33% (n = 360,000) | AID 588814;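 active = activation above the run's mean compound activation plus 3 SD, cut at about 16% in these data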;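 note: peak over basal fluorescence ratio within a 140 s kinetic read after compound addition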
Target sequence (P11229 whole entry, looked up): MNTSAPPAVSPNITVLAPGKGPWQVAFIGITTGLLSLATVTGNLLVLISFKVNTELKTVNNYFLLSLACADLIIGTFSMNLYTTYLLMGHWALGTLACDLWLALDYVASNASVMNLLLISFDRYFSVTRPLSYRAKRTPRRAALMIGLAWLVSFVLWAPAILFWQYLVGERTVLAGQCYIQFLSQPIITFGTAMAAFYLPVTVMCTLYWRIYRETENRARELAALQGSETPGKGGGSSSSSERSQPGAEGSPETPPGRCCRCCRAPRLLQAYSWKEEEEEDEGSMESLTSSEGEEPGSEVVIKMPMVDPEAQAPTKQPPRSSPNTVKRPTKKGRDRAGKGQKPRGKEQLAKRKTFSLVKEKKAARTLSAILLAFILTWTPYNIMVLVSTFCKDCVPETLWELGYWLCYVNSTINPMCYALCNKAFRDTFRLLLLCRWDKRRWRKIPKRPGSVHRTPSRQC
M4 antag: CHRM4 antagonism in calcium assay; CHO-hM4 cells, ACh EC80, Fluo-8 calcium fluorescence; actives 0.73% (n = 360,000); inhibition, % at 3 µM; P08173;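 active = inhibition above its plate's cutoff, the mean inhibition of sample wells plus 3 SD, cut at about 27% in these data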;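 note: 0% = acetylcholine EC80 with DMSO and 100% = DMSO without agonist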
Target sequence (P08173 whole entry, looked up): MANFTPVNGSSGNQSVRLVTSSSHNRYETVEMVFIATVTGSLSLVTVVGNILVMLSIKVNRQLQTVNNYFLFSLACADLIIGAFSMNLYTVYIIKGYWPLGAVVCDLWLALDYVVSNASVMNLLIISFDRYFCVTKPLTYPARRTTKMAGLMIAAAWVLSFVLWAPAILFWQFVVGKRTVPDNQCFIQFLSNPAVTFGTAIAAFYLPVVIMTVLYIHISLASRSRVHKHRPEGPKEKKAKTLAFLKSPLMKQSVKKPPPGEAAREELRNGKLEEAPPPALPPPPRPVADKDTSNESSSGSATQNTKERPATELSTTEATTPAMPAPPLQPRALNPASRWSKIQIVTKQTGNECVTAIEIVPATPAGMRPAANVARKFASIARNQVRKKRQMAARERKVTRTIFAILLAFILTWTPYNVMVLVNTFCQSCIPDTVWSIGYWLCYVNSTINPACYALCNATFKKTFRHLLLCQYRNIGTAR
M1 antag: human CHRM1 antagonism | inhibition, % at 3 µM | actives 1.3% (n = 360,000) | AID 588852 | CHO-K1 hM1, Fluo-8 calcium fluorescence, ACh EC80 antagonist;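 active = percent inhibition above its own plate's cutoff, namely the mean of that plate's compound wells plus 3 SD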;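 note: peak over basal fluorescence ratio during 140 s after agonist addition; 0% = ACh EC80 plus DMSO and 100% = DMSO alone without agonist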
TAAR1 ag: human TAAR1 agonism | Q96RJ0 | CHO RD-HGA16 TAAR1, Fluo-8 calcium fluorescence; vehicle wells 0%, saturating PEA agonist 100% | activation, % at 3 µM | actives 0.99% (n = 360,000);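 active = activation above the mean activation of all test compounds in the run plus 3 SD, cut at about 38% in these data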
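Test system: RD-HGA16 (CHO) cells co-expressing Gα16 and hTAAR1; dosing: one-point dosing at 3 µM (nominal); timing: 17-24 h seeding, 75 min 37 °C dye, 30 min RT; signal: kinetic Fluo-8 calcium fluorescence; read-out basis: % activation relative to PEA EC100 response; controls: DMSO and PEA EC100; replicates: n 1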
M1 PAM: potentiates human M1 receptor response to acetylcholine; P11229; CHO-K1 hM1, Fluo-8 calcium fluorescence, ACh EC20; 0% = ACh EC20, 100% = maximal ACh; activation, % at 3 µM; actives 0.088% (n = 360,000); in the data active = activation above about 19%, passing the limit was not always enough
CHRM5 antagonist: CHRM5 antagonism in calcium assay. CHO-hM5 cells, Fluo-8 calcium fluorescence, ACh EC80. inhibition, % at 3 µM. AID 624040. P08912. actives 0.59% (n = 360,000);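 active = inhibition above a per-plate cutoff, the mean of that plate's test compounds plus 3 SD, cut at about 27% in these data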;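 note: 0% = acetylcholine EC80 with DMSO and 100% = DMSO without agonist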
CHRM4 agonist: CHRM4 agonism in calcium assay; actives 0.14% (n = 360,000); P08173; activation, % at 3 µM; CHO-K1 hM4/Gqi5, Fluo-8 calcium fluorescence; vehicle 0%, full acetylcholine response 100%;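 active = activation above the run mean over all test wells plus 3 SD, cut at about 32% in these data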;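 note: peak over basal fluorescence ratio per well then scaled between controls; 0% = DMSO wells and 100% = acetylcholine at EC100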
CHRM5 PAM: potentiates acetylcholine response at human M5 receptor. actives 0.3% (n = 360,000). P08912. CHO-K1 hM5, Fluo-8 calcium, ACh EC20 PAM; 0% = ACh EC20, 100% = ACh EC100. activation, % at 3 µM. AID 624038;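 active = activation above the run cutoff, the mean activation of all test compounds plus 3 SD, cut at about 18% in these data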
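system = human M5 receptor in CHO-K1 cells | compound = one concentration, 3 µM final (nominal) | schedule = Post-acetylcholine fluorescence recording 140 s | signal = Fluo-8 calcium dye fluorescence, kinetic read | benchmarks = low control EC20 acetylcholine (0%), high control EC100 acetylcholine (100%) | repeats = singlicate, one well per test compound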
Active calls of the source: *; x = not tested or not shown. A portion of the library; count on the stated rates, not on these rows.

SMILES	M5 ag	CHRM1 agonist	M4 antag	M1 antag	TAAR1 ag	M1 PAM	CHRM5 antagonist	CHRM4 agonist	CHRM5 PAM
O=C(CSCc1ccc([N+](=O)[O-])cc1)Nc1ccccc1C(=O)O	3	-7	-5	-5	4	13	-9	-1	14
O=C(Nc1ccc(S(=O)(=O)NC2=NCCCCC2)cc1)c1ccc(Cl)cc1Cl	-2	-3	6	-5	2	-3	-2	3	3
Cc1ccc(NC(=O)c2c(C(F)(F)F)nn(C)c2Cl)cc1C	-4	-7	7	-4	1	4	6	-1	2
CCOC(=O)C1CCN(C(=O)c2oc3ccc4c(c3c2C)C(O)CC2(CCCCC2)O4)CC1 (stereo unspecified)	-1	3	13	8	2	-4	4	10	-5
CCCCCCNCc1cccc(Br)c1	-4	9	4	-11	16	-4	-1	6	-10
Oc1cccc(/C=N/NC(=S)NCCN2CCOCC2)c1O	-2	0	12	-10	1	6	2	0	4
Cc1ccccc1SCC(=O)NCCCn1ccnc1	-4	-12	4	8	4	-8	-2	1	6
COc1ccc(CCN(C)C(=O)CN2C(=O)NC3(CCCc4ccccc43)C2=O)cc1OC (stereo unspecified)	0	-2	-29	-6	1	4	2	2	-7
COc1ccc(CC(N)c2csc(NC(=O)Nc3cccc(C(F)(F)F)c3)n2)cc1 (stereo unspecified)	3	3	19	8	85*	1	8	19	1
Cn1c(=O)n(C)c2cc(N3CCCCC3)c(NC(=O)c3cccc(Cl)c3)cc21	-3	-2	0	-16	0	8	14	0	2
CCOC(=O)n1c(=O)n(Cc2ccccc2Cl)c2ccccc21	-4	6	1	-36	15	5	-3	-2	-1
C/C(=N\NC(=O)CCC(=O)Nc1ccccc1)c1cccs1	-3	-8	1	-8	2	7	0	1	-7
O=C(CSc1nnnn1C1CCCCC1)NCc1ccco1	-9	-4	1	-9	8	6	-4	0	13
CCOc1ccc(S(=O)(=O)NCCC(=O)NCc2ccco2)cc1	-5	-3	6	-13	1	-2	-2	1	-4
COc1ccc2cc(C3(C)NC(=O)N(CC(=O)N4CCCCC4)C3=O)ccc2c1 (stereo unspecified)	7	3	-1	-18	2	13	-4	6	1
Cc1cccc(C(=O)N2CCC(=O)N(C(COCc3ccccc3)Cc3ccccc3)CC2)c1 (stereo unspecified)	6	4	-6	-12	15	-1	-5	6	-1
COCCCNC(=O)Cn1ncc2ccsc2c1=O	2	-2	-9	-19	0	8	-2	1	2
O=C1NC(C(=O)O)=CC(c2ccc([N+](=O)[O-])cc2)N1 (stereo unspecified)	-1	-2	-3	-11	0	4	12	0	0
O=C(CCCC(=O)c1ccc(O)cc1)c1ccc(O)cc1	5	4	-8	-2	7	3	4	3	-10
CCN(CC)S(=O)(=O)c1ccc2c(c1)c(=O)c(C(=O)NCCCN(C)c1ccccc1)cn2C	-1	-4	2	4	7	1	3	1	-3
O=C(NCc1ccccn1)c1nnc(Cc2ccc(Cl)cc2)o1	1	-1	0	-6	2	3	4	0	2
CCc1ccc(NC(=O)CS(=O)CC(=O)Nc2ccc(-n3cnnn3)c(C)c2)cc1 (stereo unspecified)	-1	-1	2	-8	-3	7	-10	1	5
O=C(NCc1ccc(F)cc1)c1cc(C2CCCCN2C(=O)c2ccccc2)on1 (stereo unspecified)	1	-6	-1	-7	2	-1	0	4	1
Cc1cccc(Nc2nnc(SCc3cc(=O)n4cc(C)ccc4n3)s2)c1	1	-7	8	6	17	-8	14	10	-12
COC(=O)c1ccc(NC(=O)C(OC)c2ccccc2)cc1 (stereo unspecified)	3	1	-4	10	12	8	5	0	9
CCOC(=O)C/C(C)=N/NC(=O)COc1ccccc1C	0	-5	-5	0	-1	5	-1	0	2
Fc1ccc2c(c1)C(c1cccnc1)=NNC(c1cccs1)=N2	-3	-5	3	-6	-2	7	-1	1	1
COc1ccc(NC(=S)NCc2ccccc2Cl)c(OC)c1	-12	-2	13	6	5	6	-10	5	1
CCn1cc(/C=N\NC(=O)c2ccc(Cl)cc2)cn1	0	-4	1	-2	2	-1	-1	1	-3
COc1ccc(/C=C2\CCc3ccccc3C2=O)cc1CN1CCOCC1	2	-3	3	-3	0	2	14	18	-13

Reprinted from the part before: 2 compounds; new compounds follow.
SMILES	M5 ag	CHRM1 agonist	M4 antag	M1 antag	TAAR1 ag	M1 PAM	CHRM5 antagonist	CHRM4 agonist	CHRM5 PAM
CCn1cc(/C=N\NC(=O)c2ccc(Cl)cc2)cn1	0	-4	1	-2	2	-1	-1	1	-3
COc1ccc(/C=C2\CCc3ccccc3C2=O)cc1CN1CCOCC1	2	-3	3	-3	0	2	14	18	-13
O=C(c1ccco1)N1CCN(S(=O)(=O)c2ccccc2)CC1	-2	-3	5	-8	2	5	9	0	2
C[C@@H]1CN([C@H](C)CO)C(=O)CCCn2nncc2CO[C@@H]1CN(C)C(=O)NC1CCCCC1	0	-5	3	-10	1	7	9	0	-3
O=C(N/N=C/c1ccc(N2CCOCC2)o1)c1cccc([N+](=O)[O-])c1	1	-6	2	0	0	12	3	0	12
Cc1cccc(NC(=S)NN(Cc2ccccc2)c2ccccc2)c1C	-4	-5	-6	-25	-3	6	3	-1	-6
Cc1cccc(NC(=O)Cn2cnc3c(oc4ccccc43)c2=O)c1C	-17	-5	10	-5	4	5	7	5	-8
CN(C(=O)c1ccccn1)c1nnc(-c2cnccn2)s1	-4	-1	-2	-2	6	1	-2	0	4
COP(=O)(OC)C(Nc1cc(Cl)cc(Cl)c1)c1cccc(O)c1 (stereo unspecified)	-1	-4	6	0	4	1	13	3	-3
CSc1ccc(CCNC(=O)c2cccc3c2C(=O)N(C2CCCCC2)C3)cc1	-3	-2	-4	19	x	-7	-5	1	-8
COc1ccc(/C=N/N2CCOCC2)cc1COc1ccc(F)cc1	-8	-11	-3	-5	0	5	-11	0	3
Oc1cccc(CCc2ccccn2)c1	-1	-3	-9	-14	1	5	12	1	0
COC(=O)CCC(=O)Nc1cccc2ccccc12	-7	-4	-7	0	6	4	1	0	-4
CN(CC(=O)Nc1ccc(F)c(F)c1F)C(=O)C1CC(=O)N(C2CCCC2)C1 (stereo unspecified)	-2	-3	-6	-17	1	12	6	1	0
CCCCOC(=O)c1ccc(-c2ccc(/C=N/NC(=S)NCC)o2)cc1	3	3	9	-4	18	8	-5	0	8
CC(=O)c1ccc(N=Nc2ccc(N(C)C)cc2)cc1	-3	-1	-5	4	-2	-3	7	0	-2
COc1ccc(CNC(=O)CCC(=O)n2ncc3cc(C)ccc32)cc1	-1	-6	-11	-14	0	12	2	1	-3
CC(C)C(=O)C1=Cc2cccc([N+](=O)[O-])c2OC1N1CCOCC1 (stereo unspecified)	5	-1	-2	1	0	8	2	1	-4
CN(C)S(=O)(=O)c1ccc(C(=O)N2CCN(S(=O)(=O)c3cccs3)CC2)cc1	2	-9	-4	-2	0	7	0	2	0
N#CC1(c2ccccc2)CCN(S(=O)(=O)c2ccc(OC(F)(F)F)cc2)CC1	-8	-4	-3	-7	0	8	6	0	-1
CC(Sc1nncs1)C(=O)NCC(=O)Nc1ccc(F)c(F)c1F (stereo unspecified)	-2	-6	5	2	3	1	11	0	-7
CC(C)Cn1c(N)c(C(=O)COC(=O)COc2cccc(C(F)(F)F)c2)c(=O)n(C)c1=O	4	2	20	32*	4	-14	20	19	-12
O=C(NCCN1CCCC1)c1ccc2c(=O)n(CCc3ccccc3)c(=O)[nH]c2c1	-8	-3	-5	2	0	1	3	1	-7
CCC(C)c1ccccc1OCCCN(C)Cc1ccccc1 (stereo unspecified)	0	-9	-10	22	1	-22	2	-2	-2
Nc1[nH]c(C(=O)c2ccccc2)c(-c2ccccc2C(F)(F)F)c1C(=O)NCc1ccc(F)cc1	1	x	-6	x	1	x	-9	0	3
COc1ccc2[nH]c(=O)c(CN(CCc3cccc(C)c3)C(C)=O)cc2c1	2	-2	6	-1	8	7	-6	3	-2
CCNC(=S)N1CCC(C(=O)c2ccc(Cl)cc2)CC1	5	-3	-9	-7	2	1	-2	7	-3
CCCC(C)c1nnc(NC(=O)CS(=O)(=O)Cc2ccccc2)s1 (stereo unspecified)	0	-1	-7	-26	4	0	4	1	-2
CCCN(CC1CCCO1)C(=O)c1cc(COc2ccc(F)cc2F)on1 (stereo unspecified)	-2	-2	-11	-16	1	8	-7	4	3
O=C(COc1cccc2cccnc12)N/N=C1\SCC(=O)N1CCc1ccccc1	-1	-3	-10	14	8	-2	6	14	-5
O=C(O)CCC(=O)NNC(=O)c1ccc(-c2ccccc2)cc1	-1	-4	7	10	-1	-3	5	11	-14
COc1ccc(NC(=O)CN(C)CC(=O)NCC(=O)Nc2ccc(F)cc2)cc1	2	-1	-7	-1	3	1	0	1	1

Continued; the last two above are carried over.
SMILES	M5 ag	CHRM1 agonist	M4 antag	M1 antag	TAAR1 ag	M1 PAM	CHRM5 antagonist	CHRM4 agonist	CHRM5 PAM
O=C(O)CCC(=O)NNC(=O)c1ccc(-c2ccccc2)cc1	-1	-4	7	10	-1	-3	5	11	-14
COc1ccc(NC(=O)CN(C)CC(=O)NCC(=O)Nc2ccc(F)cc2)cc1	2	-1	-7	-1	3	1	0	1	1
CCOC(=O)c1c(NC(=O)CS(=O)(=O)c2cn(CC)c3ccccc23)sc2c1CCCC2	-1	-3	0	5	-1	-2	5	3	-2
Clc1ncc2[nH]cnc2n1	4	-5	4	-6	7	8	-18	0	4
C=CCN(c1ccc(C(=O)NCCc2ccccc2)cc1)S(C)(=O)=O	1	-3	2	-11	6	10	1	1	0
O=C(Nc1ccc2nc(-c3ccc(Br)o3)[nH]c2c1)c1cccs1	3	2	-8	-3	32	-1	12	7	-2
COc1cccc(OC)c1OCCCOc1cccc2cccnc12	0	1	-9	6	8	-2	-1	15	-8
O=C1CCC(C(=O)OCC(=O)Nc2ccc(OC(F)F)cc2)=NN1	0	0	4	-5	0	5	2	0	2
CCC1COCCS(=O)(=O)N1Cc1cccc(Cl)c1 (stereo unspecified)	-1	-4	-6	4	8	8	7	1	8
O=C(NCCCN1CCOCC1)c1ccc(Cl)cc1Cl	1	-3	-16	-12	4	5	-12	0	13
COc1cc(NC(=O)N2CCc3nc(Nc4cc(Cl)cc(Cl)c4)ncc3C2)cc(OC)c1OC	-2	-7	4	6	0	-6	8	4	-6
COC(=O)c1ccc(NC(=O)CN2CCN(CC#N)CC2)cc1	-4	-3	-12	-10	1	8	7	1	-4
CC(=O)c1cc(-c2ccccc2)n(CC(=O)NCc2cccs2)c1C	-3	4	-4	-7	9	4	8	2	-3
CC(C)C[C@H]1CNC(=S)N1CC1CCCN1C[C@H](CC(C)C)N1C[C@H](Cc2ccc(O)cc2)N(CC2CCCCC2)C1=S (stereo partly specified)	-1	-3	0	0	-2	-4	1	-1	-4
COc1ccc(OC)c(NC(=O)[C@H]2CC=CC[C@H]2C(=O)O)c1	-1	-3	9	-7	12	5	-3	0	-5

Screens deposited in PubChem BioAssay by The Scripps Research Institute Molecular Screening Center.
